Pax4 mRNA alpha TC1: Pax4 mRNA upregulation in alpha cells – RT-PCR, mouse alpha TC1 cells, single point, primary screen (AID 1053180); mouse alpha TC1 cells, Pax4 mRNA qPCR, 6 days; stronger effect = higher value; 100% = Pax4 plasmid added at qPCR; activation, % at 10 µM; actives 0.2% (n = 9,600);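 active = highest normalized replicate activity of 15 or more, or at least half the replicates reach 15 or more; inactive = neither condition met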;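 also: pax4 Ct normalized to GAPDH with activation seen as lower delta delta Ct; plate controls were plate neutral control wells for no effect and Pax4 plasmid positive control for full effect; each compound tested in two replicate wells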
YAP1 CTGF inhibition: YAP1 pathway inhibitors via CTGF transcript, primary screen, DLD1 colon cancer cells, RT-qPCR, single point (AID 743449); inhibition, % at 12.5 µM; DLD1 CTGF mRNA qPCR, 24 h; stronger effect = higher value; actives 0.9% (n = 9,900);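 active = mean normalized replicate activity at least 50 and at least half of replicates each reaching 50; inconclusive = only one of the two criteria met; inactive = neither criterion met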;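 also: 0% = neutral control wells and 100% = dasatinib control wells; higher means stronger suppression of CTGF expression like dasatinib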
* hit, by the source's call; ? = inconclusive; . = no result given.

Below each SMILES – Pax4 mRNA alpha TC1 | YAP1 CTGF inhibition
1: O=C1CNC[C@@H]2[C@@H](c3ccc(Br)cc3)[C@@H](CO)N12
→ 0.0 | 4
2: CCC(=O)N1[C@@H]2c3ccc(C4=CCCC4)c(=O)n3C[C@H]1[C@H](CO)[C@H]2C(=O)OC
→ 0.0 | -3
3: COC(=O)[C@@H]1[C@@H](CO)[C@@H]2Cn3c(ccc(-c4cccc(F)c4)c3=O)[C@H]1N2Cc1ccncc1
→ 0.0 | 19
4: CN1[C@H](CO)[C@H]2c3ccccc3NC[C@H]21
→ 0.0 | -10
5: O=C(Cc1ccccc1)N1CC2(C1)[C@H](c1ccccc1)[C@@H](CO)N2Cc1cccc(Cl)c1
→ . | 26
6: C[C@H](CO)N1C[C@H](C)[C@H](CN(C)C(=O)Oc2cccc3ccccc23)OCc2cnnn2CCCC1=O
→ 0.0 | ?
7: COc1ccccc1CN1[C@H](CO)[C@@H](c2ccccc2)C12CN(C(=O)Cc1ccccc1)C2
→ . | -55
8: O=C(Cc1ccncc1)N1CCCCN2[C@H](CO)[C@H](c3ccc(C#Cc4ccccc4F)cc3)[C@H]2C1
→ 0.0 | -2

Some of the entries above, set out differently:
7. COc1ccccc1CN1[C@H](CO)[C@@H](c2ccccc2)C12CN(C(=O)Cc1ccccc1)C2
  Pax4 mRNA alpha TC1: .
  YAP1 CTGF inhibition: -55
8. O=C(Cc1ccncc1)N1CCCCN2[C@H](CO)[C@H](c3ccc(C#Cc4ccccc4F)cc3)[C@H]2C1
  Pax4 mRNA alpha TC1: 0.0
  YAP1 CTGF inhibition: -2
3. COC(=O)[C@@H]1[C@@H](CO)[C@@H]2Cn3c(ccc(-c4cccc(F)c4)c3=O)[C@H]1N2Cc1ccncc1
  Pax4 mRNA alpha TC1: 0.0
  YAP1 CTGF inhibition: 19
4. CN1[C@H](CO)[C@H]2c3ccccc3NC[C@H]21
  Pax4 mRNA alpha TC1: 0.0
  YAP1 CTGF inhibition: -10

From PubChem

Only part of the results is shown; count on the stated rates, not on these rows.
